Bioassay records from PubChem.
Rab9 promoter act: qHTS Assay for Rab9 Promoter Activators | Potency, µM (series often up to 9.22 µM), for the others: at the top dose activation, negative = inhibition, actives largely listed as activators | 320,000 tested, 2.8% active | Huh7 Rab9 promoter-luciferase reporter, luminescence, 24 h; note: % of control where 0% means no effect; nearly all actives have a fitted effect of over 60% in size
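Promoter activation is measured as luciferase luminescence in Huh7 cells stably transfected with a Rab9 promoter–luciferase construct, following 24 h compound exposure at 37 °C and 10 min reagent incubation at ambient temperature.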
FLuc counter: qHTS profiling assay for firefly luciferase inhibitor/activator using purifed enzyme and Km concentrations of substrates (counterscreen for miR-21 project) | Potency, µM (titrated, usually from 57.5 µM), for inactives: at the highest dose activity change, negative = inhibition, hits mostly inhibitors | Luciferin 4-monooxygenase (Photinus pyralis), P08659 | 360,000 tested, 6.9% active | AID 588342, 2011 | purified FLuc, Km substrates, luminescence inhibition;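 note: plate controls were vehicle for no effect and reference inhibitor for full effect; nearly all actives have a fitted effect of over 55% in size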
Target sequence (P08659 whole entry, looked up): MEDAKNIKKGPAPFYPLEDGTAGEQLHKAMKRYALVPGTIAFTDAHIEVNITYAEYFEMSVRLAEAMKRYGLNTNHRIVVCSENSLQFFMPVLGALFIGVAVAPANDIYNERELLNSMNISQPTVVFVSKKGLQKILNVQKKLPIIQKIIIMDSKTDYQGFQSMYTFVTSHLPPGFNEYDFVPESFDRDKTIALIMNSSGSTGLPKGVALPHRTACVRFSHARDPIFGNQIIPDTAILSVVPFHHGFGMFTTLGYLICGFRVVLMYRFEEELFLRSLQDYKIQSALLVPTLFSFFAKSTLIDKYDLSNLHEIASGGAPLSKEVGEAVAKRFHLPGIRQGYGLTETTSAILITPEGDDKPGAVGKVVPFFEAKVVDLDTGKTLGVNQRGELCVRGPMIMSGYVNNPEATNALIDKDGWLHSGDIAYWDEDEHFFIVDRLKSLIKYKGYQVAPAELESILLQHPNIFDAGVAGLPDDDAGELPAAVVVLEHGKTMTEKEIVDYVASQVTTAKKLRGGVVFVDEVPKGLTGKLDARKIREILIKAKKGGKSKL
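Biochemical qHTS of compounds, final roughly 60 µM downward over six points, against 10 nM purified firefly luciferase using Km concentrations of substrates (10 uM D-luciferin, 10 uM ATP) in Tris acetate pH 7.5 buffer; luminescence output.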
uPA generation: qHTS for Inhibitors of Cell Surface uPA Generation | AID 540303, 2011 | Potency, µM (doses to about 38.3 µM), without a hit: at the top dose activity change, negative = inhibition, actives largely listed as inhibitors | 330,000 tested, 0.31% active | cell surface uPA generation assay, qHTS; active = well fitted inhibition curve with a large enough effect; inconclusive = small, poorly fitted or top-dose-only effect; inactive = no such curve, though single readings can be large or run the other way; tested in mouse RAW 264.7 cells; note: % is set by controls: 0 for no effect and ±100 for the full control effect; nearly all actives have a fitted effect of over 55% in size
ELG1 genotoxic: qHTS screen for small molecules that induce genotoxicity in human embryonic kidney (HEK293T) cells expressing luciferase-tagged ELG1; 330,000 tested, 1.3% active; AID 504466, 2011; Potency, µM (series often up to 46 µM), inactives show at the highest dose activity change, positive = activation, usual class: activators; HEK293T ELG1-luciferase reporter, luminescence, 16 h; note: % of control where 0% means no effect; nearly all actives have a fitted effect of over 60% in size
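Luminescence read-out: rising ELG1-luciferase signal, reflecting elevated ELG1 protein under genetic stress, flags genotoxic compounds. Cells were treated for 16 hr at 37 °C before ONE-Glo detection.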
NPC1 prom act: qHTS Assay for NPC1 Promoter Activators | Huh7 NPC1 promoter luciferase reporter, 24 h | Potency, µM (titrated, usually from 9.22 µM), inactives show at the top dose activation, actives largely listed as activators | 320,000 tested, 2.4% active | AID 485313, 2010;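 note: % of control where 0% means no effect; nearly all actives have a fitted effect of over 60% in size; reporter is driven by a mutant NPC1 promoter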
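In 1536-well qHTS, Huh7 cells harboring an NPC1 promoter–luciferase construct received compound for 24 h; activation was quantified by luminescence following luciferase reagent addition.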
BRCA1 expr up: qHTS Assay to Identify Small Molecule Activators of BRCA1 Expression; Potency, µM (doses to about 46.1 µM), without a hit: top-dose activation, actives largely listed as activators; AID 624202, 2012; 380,000 tested, 1.1% active; MCF7-BRCA1-FFLuc reporter, luminescence, 48 h; response scale: scaled: vehicle 0%, 10 µM genistein 100%; note: nearly all actives have a fitted effect of over 80% in size; some results filed as inactive show a strong effect at the top dose
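Luminescence from a BRCA1-driven firefly luciferase in MCF7 cells was the read-out, taken 15 min after substrate addition following 48 h compound exposure at 37 °C. Data were normalized to a 10 microM genistein control and DMSO vehicle.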
MBNL1-CUG inh: qHTS Assay for Inhibitors of MBNL1-poly(CUG) RNA binding; AID 2675, 2010; 280,000 tested, 0.036% active; TR-FRET MBNL1-His/biotin-(CUG)12 binding, 665/545 ratio; Potency, µM (highest dose often 57.5 µM), without a hit: top-dose activity change, negative = inhibition, most hits filed as inhibitors; active = well fitted inhibition curve with a large enough effect in the signal ratio, with a control signal flat, not every such curve was filed as active; inconclusive = small, poorly fitted or top-dose-only effect, or effect the other way, or a change in a side signal; inactive = no such curve, though single readings can be large or run the other way; the % refers to the signal ratio; note: % is set by controls: 0 for no effect and ±100 for the full control effect
Target sequence (Q9NR56 whole entry, looked up): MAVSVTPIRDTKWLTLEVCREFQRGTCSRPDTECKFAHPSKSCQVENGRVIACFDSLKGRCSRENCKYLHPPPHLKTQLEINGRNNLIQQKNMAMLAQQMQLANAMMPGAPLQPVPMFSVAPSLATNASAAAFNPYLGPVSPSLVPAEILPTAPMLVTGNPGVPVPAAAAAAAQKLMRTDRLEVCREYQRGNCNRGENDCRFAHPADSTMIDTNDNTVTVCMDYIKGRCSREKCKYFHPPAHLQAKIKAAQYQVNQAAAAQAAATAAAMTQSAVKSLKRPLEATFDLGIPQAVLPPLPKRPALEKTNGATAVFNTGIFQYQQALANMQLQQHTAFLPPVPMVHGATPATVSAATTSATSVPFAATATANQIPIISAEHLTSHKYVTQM
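Ratiometric TR-FRET (665 over 545 nm, excitation 340 nm) tracks disruption of MBNL1-His/biotin-(CUG)12 complex after 60 min at room temperature, with compounds at 92 nM to 58 uM final.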
p53 reactivation: qHTS assay for re-activators of p53 using a Luc reporter. 320,000 tested, 0.063% active. AID 504706, 2011. Potency, µM (top dose mostly 92.2 µM), for inactives: at the highest dose activity change, positive = activation, hits mostly activators. H1299 p53-A138V BP100-luciferase reporter, luminescence, 24 h; note: % of control where 0% means no effect; nearly all actives have a fitted effect of over 45% in size
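H1299 (p53-null), stable ts p53-A138V + BP100-Luc; 1000 cells/well, Opti-MEM/10% FBS; cpd 4 pt, 1:5; 24 h, 37 deg C, 5% CO2; detection reagent 10 min RT; luminescence.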
RORg inh: qHTS for inhibitors of ROR gamma transcriptional activity; Nuclear receptor ROR-gamma (Mus musculus), P51450; Drosophila S2 Gal4-RORgamma UAS-luciferase reporter, 20 h; Potency, µM (highest dose often 53.6 µM), for the others: at the highest dose activity change, negative = inhibition, actives largely listed as inhibitors; 310,000 tested, 5.4% active; AID 2551, 2010; note: % is set by controls: 0 for no effect and ±100 for the full control effect; nearly all actives have a fitted effect of over 60% in size
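Luciferase reporter read in Schneider cells carrying Gal4-RORγ (mouse) and UAS-Photinus luciferase; cells given compound 1 h before 700 uM copper sulfate induction, then incubated 20 h at ambient temperature.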
MLL CXXC-DNA inh: qHTS Fluorescence Polarization Assay for Inhibitors of MLL CXXC domain - DNA interaction. 290,000 tested, 0.037% active. Potency, µM (highest dose often 115 µM), for inactives: top-dose activity change, negative = inhibition, hits mostly inhibitors. Histone-lysine N-methyltransferase 2A (Homo sapiens), Q03164. MLL-CXXC / FITC-HOXA9 DNA fluorescence polarization; active = well fitted inhibition curve with a large enough effect in the polarisation, with a control signal flat, not every such curve was filed as active; inconclusive = small, poorly fitted or top-dose-only effect, or effect the other way, or a change in a side signal; inactive = no such curve, though single readings can be large or run the other way; the % refers to the polarisation
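Fluorescence polarization: 7 uM MLL-CXXC (stock) preincubated 5 min with compounds, then 50 nM fluorescein-HOX-A9 DNA (stock) added; 30 min ambient. Buffer 50 mM Tris-HCl pH 7.5, 50 mM NaCl, 1 mM DTT, 0.05% BSA.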
VP16 counter: VP16 counterscreen qHTS for inhibitors of ROR gamma transcriptional activity; AID 2546, 2010; 310,000 tested, 3.5% active; Potency, µM (doses to about 53.6 µM), inactives show top-dose activity, negative = inhibition, most hits filed as inhibitors; Drosophila S2 Gal4-VP16 UAS-luciferase, luminescence, 20 h;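 note: Gal4-VP16 expression switched on by copper sulfate through the metallothionein promoter; % is set by controls: 0 for no effect and ±100 for the full control effect; nearly all actives have a fitted effect of over 50% in size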
An asterisk follows results filed as active; [ ] = remark or other dose. Unless noted, calls come from the whole dose curve; as a rule, active = well fitted curve in the direction sought with a large enough effect; inconclusive = small, poorly fitted or top-dose-only effect, or another doubt; inactive = no such curve, though single readings can be large; an effect the other way counts as inactive or inconclusive. Potency is the fitted concentration of half-maximal effect.

Results for CCCCNC(=S)NCCN1CCCCC1 ?
Rab9 promoter act: -3%; FLuc counter: 4%; uPA generation: 3%; ELG1 genotoxic: -1%; NPC1 prom act: -2%; BRCA1 expr up: -6%; MBNL1-CUG inh: inconclusive; p53 reactivation: -3%; RORg inh: 11%; MLL CXXC-DNA inh: 2%; VP16 counter: -8%

Results for O=C(O)CCCCCNC(=O)c1ccccc1Br ?
Rab9 promoter act: 15%; FLuc counter: inconclusive; uPA generation: -7%; ELG1 genotoxic: 2%; NPC1 prom act: 1%; BRCA1 expr up: 12%; MBNL1-CUG inh: 7%; p53 reactivation: -1%; RORg inh: -15%; MLL CXXC-DNA inh: 2%; VP16 counter: -6%

What do the screens show for `COc1ccc(CCNC(=O)c2cc(S(=O)(=O)N3CCCCC3)c[nH]2)cc1OC`?
Rab9 promoter act: 9%; FLuc counter: 4%; uPA generation: 4%; ELG1 genotoxic: 1%; NPC1 prom act: -5%; BRCA1 expr up: -4%; MBNL1-CUG inh: -7%; RORg inh: -19%; VP16 counter: 7%

How did O=C(c1cc2ccccc2o1)N1CCN(c2cccc(Cl)c2)CC1 do in these assays?
Rab9 promoter act: -6%; FLuc counter: 1%; uPA generation: 9%; ELG1 genotoxic: -1%; NPC1 prom act: 0%; BRCA1 expr up: -1%; MBNL1-CUG inh: 1%; p53 reactivation: 21%; RORg inh: 11%; MLL CXXC-DNA inh: 2%; VP16 counter: 3%

How did COc1ccc(S(=O)(=O)NC(C)C(=O)Nc2ccccc2F)cc1 (stereo not drawn) do in these assays?
Rab9 promoter act: -7%; FLuc counter: 3%; uPA generation: 1%; ELG1 genotoxic: 0%; NPC1 prom act: -3%; BRCA1 expr up: 0%; MBNL1-CUG inh: -3%; p53 reactivation: 3%; RORg inh: 4%[10 µM]; MLL CXXC-DNA inh: 0%; VP16 counter: 2%

How did Brc1ccc2c(c1)OCCOCCOc1cc(Br)ccc1OCCOCCOCCO2 do in these assays?
Rab9 promoter act: -28%; FLuc counter: 2%; uPA generation: -14%; ELG1 genotoxic: -51%[inhibitor]; NPC1 prom act: -14%; BRCA1 expr up: -87%; MBNL1-CUG inh: -12%; p53 reactivation: -16%; RORg inh: inconclusive; MLL CXXC-DNA inh: 16%; VP16 counter: 16%[0.365 µM]

How did Cn1nnnc1SCCNCc1ccccc1OCc1ccc(F)cc1 do in these assays?
Rab9 promoter act: -6%; FLuc counter: -1%; uPA generation: 1%; ELG1 genotoxic: -4%; NPC1 prom act: 1%; BRCA1 expr up: 0%; MBNL1-CUG inh: -5%; p53 reactivation: -5%; RORg inh: inconclusive; MLL CXXC-DNA inh: 5%; VP16 counter: -5%

What do the screens show for `CCOC(=O)c1sc(=NC(=O)c2ccc(OC)c(OC)c2)n(C)c1C`?
Rab9 promoter act: 11%; FLuc counter: -19%; uPA generation: 17%; ELG1 genotoxic: 11%; NPC1 prom act: 12%; BRCA1 expr up: 51%; MBNL1-CUG inh: -12%; p53 reactivation: 6%; RORg inh: 9%; MLL CXXC-DNA inh: 4%; VP16 counter: 1%

Results for CCOC(=O)C(C)N1C(=O)S/C(=C/c2cc(C)n(-c3ccccn3)c2C)C1=O (stereo not drawn) ?
Rab9 promoter act: 2.2µM*; FLuc counter: 8.5µM*; uPA generation: -6%; ELG1 genotoxic: inconclusive; NPC1 prom act: 2.5µM*; BRCA1 expr up: -2%; MBNL1-CUG inh: inconclusive; p53 reactivation: 24%; RORg inh: inconclusive; MLL CXXC-DNA inh: 7%; VP16 counter: inconclusive

What do the screens show for `O=C1C2ON(c3ccccc3)C(c3ccncc3)C2C(=O)N1c1ccc(Br)cc1` (stereo not drawn)?
Rab9 promoter act: 12%; FLuc counter: 3%; uPA generation: -4%; ELG1 genotoxic: 2%; NPC1 prom act: -2%; BRCA1 expr up: 0%; MBNL1-CUG inh: 9%; p53 reactivation: -6%; RORg inh: -15%; MLL CXXC-DNA inh: 6%; VP16 counter: 4%

How did Cc1cc([N+](=O)[O-])ccc1N1C(=O)c2ccc(C(=O)Nc3ccccc3C(=O)O)cc2C1=O do in these assays?
Rab9 promoter act: -9%; FLuc counter: inconclusive; uPA generation: 6%; ELG1 genotoxic: -1%; NPC1 prom act: 0%; BRCA1 expr up: 5%; MBNL1-CUG inh: 1%; p53 reactivation: 1%; RORg inh: 10%; MLL CXXC-DNA inh: 18%; VP16 counter: -5%

Results for O=C(N1CCN(c2ccccn2)CC1)C(Cl)(Cl)Cl ?
Rab9 promoter act: 14%; FLuc counter: -14%; uPA generation: -1%; ELG1 genotoxic: 1%; NPC1 prom act: 6%; BRCA1 expr up: 38%; p53 reactivation: inconclusive; RORg inh: inconclusive; MLL CXXC-DNA inh: 14%; VP16 counter: -7%

How did COc1ccc(CCNC(=O)c2cc3sc(Cl)cc3n2C)cc1OC do in these assays?
Rab9 promoter act: 0%; FLuc counter: -19%; uPA generation: 14%; ELG1 genotoxic: -7%; NPC1 prom act: 0%; BRCA1 expr up: 0%; MBNL1-CUG inh: 8%; p53 reactivation: -8%; RORg inh: 25%; MLL CXXC-DNA inh: 2%; VP16 counter: -6%

Results for COc1cc(-n2nnnc2SC)c(OC)cc1Cl ?
Rab9 promoter act: -7%; FLuc counter: 2%; uPA generation: -20%; ELG1 genotoxic: -2%; NPC1 prom act: -3%; BRCA1 expr up: 3%; MBNL1-CUG inh: 3%; p53 reactivation: -3%; RORg inh: -3%; MLL CXXC-DNA inh: 8%; VP16 counter: 18%

How did CCOc1ccc(-n2cnnn2)cc1S(=O)(=O)NCCc1ccc(OC)c(OC)c1 do in these assays?
Rab9 promoter act: -2%; FLuc counter: 0%; uPA generation: -1%; ELG1 genotoxic: -1%; NPC1 prom act: 2%; BRCA1 expr up: 1%; MBNL1-CUG inh: 1%; p53 reactivation: 2%; RORg inh: inconclusive; MLL CXXC-DNA inh: 4%; VP16 counter: 2%

Results for CC1CCC(NC(=O)CN2C(=O)C3CCCN3c3ncc(Cl)cc32)CC1 (stereo not drawn) ?
Rab9 promoter act: -5%; FLuc counter: 1%; ELG1 genotoxic: -7%; NPC1 prom act: -6%; MBNL1-CUG inh: 25%; p53 reactivation: -13%; RORg inh: 0%; MLL CXXC-DNA inh: 31%[activator]; VP16 counter: 1%

What do the screens show for `Cc1ccc(S(=O)(=O)N2CCOCC2)cc1C(=O)Nc1cccc(C(=O)NC2CC2)c1`?
Rab9 promoter act: -2%; FLuc counter: 0%; uPA generation: 1%; ELG1 genotoxic: -3%; NPC1 prom act: -1%; BRCA1 expr up: -5%; p53 reactivation: 11%

How did CCOC(=O)C(NS(=O)(=O)c1ccccc1)(C(F)(F)F)P(=O)(OC(C)C)OC(C)C (stereo not drawn) do in these assays?
Rab9 promoter act: 3%; FLuc counter: -1%; uPA generation: -1%; ELG1 genotoxic: -5%; NPC1 prom act: -2%; BRCA1 expr up: 2%; MBNL1-CUG inh: -1%; p53 reactivation: 7%; RORg inh: -11%; MLL CXXC-DNA inh: -3%; VP16 counter: 0%

How did COc1cccc(C(=O)N2CCN(C(=O)C3CCCO3)CC2)c1 (stereo not drawn) do in these assays?
Rab9 promoter act: 5%; uPA generation: 3%; ELG1 genotoxic: -3%; NPC1 prom act: -2%; BRCA1 expr up: 5%; p53 reactivation: 10%

Results for Cc1cc(C(=O)OCC(=O)NC2CCCC2)c2ccccc2n1 ?
Rab9 promoter act: 1%; FLuc counter: -1%; uPA generation: -3%; ELG1 genotoxic: 0%; NPC1 prom act: -3%; BRCA1 expr up: 0%; p53 reactivation: -8%

How did O=C(NCCc1ccccn1)c1ccc(OC2CCN(Cc3ccccn3)CC2)cc1 do in these assays?
Rab9 promoter act: inconclusive; FLuc counter: -28%; uPA generation: 5%; ELG1 genotoxic: inconclusive; NPC1 prom act: 27%; BRCA1 expr up: 16%; MBNL1-CUG inh: 1%; p53 reactivation: 10%; RORg inh: -4%; MLL CXXC-DNA inh: 2%; VP16 counter: -1%

Not all compounds are listed, so the mix of outcomes need not match the whole.
